# Screening data deposited in PubChem by several laboratories.
# STK33 kinase inh = inhibitors of purified STK33 kinase, primary screen, biochemical, ADP-Glo luminescence, homogeneous, cell-free | MBP phosphorylation | 320,000 tested, 0.073% active | Serine/threonine-protein kinase 33 (Homo sapiens), Q9BYT3 | inhibition, % at 10 µM;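 active means inhibition at or above 25%, using the most active replicate where run in duplicate; inactive means inhibition below 25%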
# Target sequence (Q9BYT3 whole entry, looked up): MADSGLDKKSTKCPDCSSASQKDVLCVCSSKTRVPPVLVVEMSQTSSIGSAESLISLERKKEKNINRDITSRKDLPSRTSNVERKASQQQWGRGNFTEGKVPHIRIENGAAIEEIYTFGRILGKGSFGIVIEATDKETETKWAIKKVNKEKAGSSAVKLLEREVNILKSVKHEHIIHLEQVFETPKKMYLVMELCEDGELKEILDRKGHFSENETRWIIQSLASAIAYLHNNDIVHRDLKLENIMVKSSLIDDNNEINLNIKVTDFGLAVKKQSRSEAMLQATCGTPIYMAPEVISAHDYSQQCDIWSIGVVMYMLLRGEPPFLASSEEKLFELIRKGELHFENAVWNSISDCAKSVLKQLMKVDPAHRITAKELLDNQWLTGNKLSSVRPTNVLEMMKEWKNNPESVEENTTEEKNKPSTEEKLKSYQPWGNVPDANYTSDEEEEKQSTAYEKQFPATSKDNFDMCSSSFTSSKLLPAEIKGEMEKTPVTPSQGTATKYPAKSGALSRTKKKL
# CHT inh = inhibitors of human choline transporter CHT; AID 488975, 2010; B-score at 10 µM; 310,000 tested, 0.86% active; High affinity choline transporter 1 (Homo sapiens), Q9GZV3; CHT-expressing cells, membrane potential dye, choline response; hits give low values;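 active means B-score over 3 SD under the library average, and starting fluorescence ratio not unusually high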;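 further: choline stimulus applied at its EC90 after an EC20 pre-addition; B-score computed on integrated fluorescence ratio after choline addition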
# Target sequence (Q9GZV3 whole entry, looked up): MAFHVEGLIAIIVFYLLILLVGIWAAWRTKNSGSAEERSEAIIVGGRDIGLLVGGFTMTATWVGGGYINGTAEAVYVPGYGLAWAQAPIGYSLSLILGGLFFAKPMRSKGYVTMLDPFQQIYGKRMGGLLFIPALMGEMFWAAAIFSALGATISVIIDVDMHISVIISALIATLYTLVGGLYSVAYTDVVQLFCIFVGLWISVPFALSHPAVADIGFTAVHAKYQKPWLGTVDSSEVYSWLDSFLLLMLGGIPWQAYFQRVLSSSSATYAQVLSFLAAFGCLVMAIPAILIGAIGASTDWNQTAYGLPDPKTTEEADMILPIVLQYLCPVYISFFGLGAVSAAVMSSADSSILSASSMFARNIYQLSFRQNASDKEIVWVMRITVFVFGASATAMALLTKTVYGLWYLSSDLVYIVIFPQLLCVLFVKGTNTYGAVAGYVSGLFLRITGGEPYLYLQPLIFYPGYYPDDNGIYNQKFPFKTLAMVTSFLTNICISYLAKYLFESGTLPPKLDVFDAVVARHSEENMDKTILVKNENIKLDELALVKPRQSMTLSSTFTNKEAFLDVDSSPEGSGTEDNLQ
# CHT PAM = CHT positive allosteric modulators, primary screen, cell-based, membrane potential dye, choline EC20 | High affinity choline transporter 1 (Homo sapiens), Q9GZV3 | CHT-expressing cells; hits give high values; LV-AA mutant CHT in HEK293 cells | B-score at 10 µM | 310,000 tested, 0.49% active;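 active means initial fluorescence not abnormally high and integrated response B-score, plate-corrected, over 3 SD above library mean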
# Active calls of the source: *; i = inactive; x = no result given.
# Fields – STK33 kinase inh	CHT inh	CHT PAM
CCN=C1SC(CC(=O)Nc2ccc3c(c2)OCO3)C(=O)N1CC (stereo not given)
→ -1.3	i	i
CCOC(=O)c1c(C)[nH]c(C(=O)COC(=O)c2ccncc2)c1C
→ 0.0	i	i
O=S(=O)(c1cnc(Cl)c(Cl)c1)N1CCCc2ccccc21
→ -2.1	i	i
O=C(O)c1cccc(Nc2nc(-c3ccc([N+](=O)[O-])cc3)nc3ccccc23)c1
→ -1.1	i	i
CCCCN(CCCC)C(=O)c1ccccc1NC(=O)CN1C(=O)c2ccccc2C1=O
→ -0.3	i	i
CN=c1scc(C)n1/N=C/c1ccc(O)cc1
→ 0.5	i	i
CCn1c(C)nc2cc(C(=O)N/N=C/c3ccccc3)ccc21
→ -0.5	i	i
COc1ccc(Br)cc1S(=O)(=O)NCc1ccccc1
→ -0.4	i	i
O=C(CCSc1ccc(Cl)cc1)NC1CCCC1
→ -0.2	i	i
CCCCCCOC(=O)C1=C(C)NC(=O)NC1c1ccc2c(c1)OCO2 (stereo not given)
→ 1.2	i	i
COc1ccc(CNC(=O)CNC(=O)c2ccc(C(C)(C)C)cc2)cc1OC
→ 0.0	i	i
CCOc1ccc2ccccc2c1/C=N/NC(=O)c1c(C)cc(C)[nH]c1=O
→ -0.9	i	i
CCC(=O)N(CCc1ccc(S(N)(=O)=O)cc1)C1CC(=O)N(c2ccc(OC)cc2)C1=O (stereo not given)
→ -1.1	i	i
COc1cc(/C=C2/C(=O)NN(c3ccc(Cl)cc3)C2=O)ccc1OC(=O)c1ccco1
→ -1.5	i	i
O/N=C\c1cccn1-c1nccs1
→ -0.8	i	i
CCOC(=O)c1ccccc1NC(=O)CSc1cccc[n+]1[O-]
→ -1.2	i	i
Cc1csc2nc3ccccc3c(=O)n12
→ 3.2	i	i
CCN1C(=O)/C(=C2/Sc3ccccc3N2CCCS(=O)(=O)O)SC1=S
→ 0.9	i	i
O=C(CSc1nnc(-c2ccccc2Cl)o1)Nc1ccc2c(c1)OCCO2
→ -0.4	i	i
CCOc1cc(N2CCOCC2)c(OCC)cc1NC(=O)Cc1ccccc1
→ -0.7	-8.61*	i
Cc1ccc(C)c(S(=O)(=O)NCc2ccc(C(=O)N3CCOCC3)cc2)c1
→ 0.0	i	i
C=CCn1c(CSc2nc3ccccc3s2)nnc1SCC(=O)NCc1ccccc1
→ 0.0	-5.62*	i
O=C(/C=C/c1ccc([N+](=O)[O-])cc1)c1ccco1
→ -1.8	i	i
O=C(NCc1ccco1)C1CCCN1C(=O)Nc1cccc(Cl)c1 (stereo not given)
→ 0.5	i	i
O=S1(=O)NC(=NCc2ccccc2)c2ccccc21
→ -1.1	i	i
Cc1cc(Cl)ccc1OCCCC(=O)NC1CCN(C)CC1
→ -0.8	i	i
CCC(CC)NC(=O)c1n[nH]c(=O)c2ccccc12
→ -0.5	i	i
CC(C)C1Nc2c(C(=O)O)cccc2C(Nc2ccccc2C(=O)O)C1(C)C (stereo not given)
→ -2.2	i	i
CCCCN(C(=O)c1cccc(-n2cccc2)c1)c1c(N)n(CCC)c(=O)[nH]c1=O
→ 0.4	i	i
CCCn1c(=O)[nH]c(=O)c2[nH]cnc21
→ -2.4	i	i
O=C(O)Cc1coc2ccc3ccccc3c12
→ -0.8	i	i
CC(=O)NCc1ccc(S(=O)(=O)NC2CCN(Cc3ccccc3)CC2)cc1
→ -1.2	i	i
CC1O[C@@H](O[C@H](C)CC[C@@H](C)O)C(O)C[C@H]1O (stereo not given in full)
→ -0.3	i	i
CC1Cc2nc(SCC(=O)NCc3ccco3)n(-c3ccccc3)c(=O)c2S1 (stereo not given)
→ -0.8	i	i
Cc1cc2sc(C(=O)O)c(C)c2s1
→ -0.8	i	i
COc1ccc(/C=N/n2cc(-c3ccccc3)nc2N)cc1
→ -1.2	i	i
CCc1ccc(C(=O)/C=C/NCc2ccc(F)cc2)cc1
→ -1.3	i	i
Cc1nc2ccccc2cc1C(=O)NCc1ccccc1
→ -0.6	i	i
CC(NC(=O)N(Cc1ccccc1)Cc1ccc2c(c1)OCO2)(C(F)(F)F)C(F)(F)F
→ -1.4	i	i
COc1cc(OC)cc(C(=O)N[C@H](C(=O)NCCc2ccc(S(N)(=O)=O)cc2)C(C)C)c1
→ 1.2	i	i
C/C(=N\NC(=O)c1nnn(-c2nonc2N)c1CSc1ccccc1)c1ccc2c(c1)OCO2
→ -1.4	i	i
C(#CCN1CCOCC1)COC(c1ccccc1)c1ccccc1
→ -0.9	i	i
Cc1csc(SCC(=O)Nc2sccc2C#N)n1
→ -0.9	i	i
COc1ccc2[nH]c(C(=O)N3CCN(C)CC3)c(C)c2c1
→ -0.5	i	i
COC(=O)c1cc(S(=O)(=O)NCCN2CCN(c3ccccc3F)CC2)c[nH]1
→ -0.8	i	i
O=C(N/C(=C/c1cccs1)C(=O)N1CCOCC1)c1ccco1
→ -0.7	i	i
O=C(CN(Cc1ccc(F)cc1)C(=O)c1csnn1)NCc1ccc2c(c1)OCO2
→ 0.2	i	i
Cn1c(=O)c2c(nc3n2CCCN3CCc2ccccc2)n(C)c1=O
→ 1.6	i	i
Cc1oc(-c2ccc(Cl)cc2)nc1CSCC(=O)NC1CCN(Cc2ccccc2)CC1
→ 0.2	i	i
CC(=O)Oc1cc2c3c(c1)/C(=C1/SC(=S)NC1=O)C(=O)N3C(C)(C)C=C2C
→ 0.3	-6.77*	i

# (list continues)
# Fields – STK33 kinase inh	CHT inh	CHT PAM
O=C(COc1ccc(Cl)cc1)Nc1cc(S(=O)(=O)N2CCCCC2)ccc1N1CCCCC1
→ x	i	i
CCOc1ccc(NS(=O)(=O)c2ccc(C)c(C(=O)NCCCn3ccnc3)c2)cc1
→ 2.2	i	i
CCCCNc1ccc(C(CC(N)=O)NC(=O)Cc2cccc3ccccc23)cc1[N+](=O)[O-] (stereo not given)
→ -0.1	i	i
Cc1ccc(S(=O)(=O)Nc2cccnc2)c(C)c1C
→ -2.2	i	i
CC(C(=O)NCC1CCCO1)N(C(=O)c1snc(C(N)=O)c1N)c1cccc(F)c1 (stereo not given)
→ 0.5	i	i
O=C(NCC(c1ccc(F)cc1)N1CCOCC1)c1ccccc1F (stereo not given)
→ -1.6	i	i
Cc1cc(C)nc(SCC(=O)Nc2ccc(N3CCOCC3)c(Cl)c2)n1
→ -0.6	i	i
O=C1CCN(C(=O)/C=C/c2ccccc2)c2ccccc21
→ -0.5	i	i
COC(=O)c1ccc2c(=O)n(NC(=O)C(c3ccccc3)c3ccccc3)c(=S)[nH]c2c1
→ -0.8	i	i
CCOC(=O)N1CCC(c2cc(=O)n3[nH]c(-c4ccccc4)cc3n2)CC1
→ 0.2	i	i
O=C(NCCCN1CCCC1=O)c1ccc(CNS(=O)(=O)c2ccc(F)cc2)cc1
→ -1.1	i	i
N=C(CC1CC(=O)NC(=O)C1)C1=C(O)CCCC1=O
→ -1.6	i	i
COc1cccc(OCCNC(=O)c2ccccc2Sc2ccccc2C#N)c1
→ -1.0	i	i
CCOC(=O)C1CCCN(C(=O)c2ccc3c(c2)OCO3)C1 (stereo not given)
→ 1.6	i	i
CC(=O)C(Cc1cccc(F)c1)(Cc1cccc(F)c1)C(C)=O
→ -0.9	i	i
CC1CC(C)CN(CCOc2ccccc2-c2ccccc2)C1 (stereo not given)
→ -0.4	i	i
CC(/C=N/N1CCN(Cc2ccccc2)CC1)=C\c1ccccc1
→ 0.6	i	i
Cc1cc(C)n(C(=O)CNC(=O)C(c2ccccc2)c2ccccc2)n1
→ -13.8	i	i
O=C(Cc1ccccc1)NCc1ccncc1
→ -0.8	i	i
CCOC(=O)C1CC(c2ccccc2)=NNC1=O (stereo not given)
→ 0.6	i	i
Cc1cccc(NC(=O)NCc2ccc3c(c2)cc(C)n3C)c1
→ 1.4	i	i
COc1ccccc1CCCNC(=O)C1CCC(=O)N(CCN2CCOCC2)C1 (stereo not given)
→ -1.2	i	i
Cc1ccccc1OCC(=O)Nc1ccc2[nH]ncc2c1
→ 1.8	i	i
CC(NC(=O)c1ccccc1Cl)c1ccc(-n2ccnc2)cc1 (stereo not given)
→ -1.5	i	i
O=C(O)C1CCCCC1C(=O)NCCc1cccc(Cl)c1 (stereo not given)
→ -0.6	i	i
CC1=CC(C)C(C(=O)O)C(C(=O)O)C1 (stereo not given)
→ -0.6	i	i
Cc1noc(/C=C/N(C)C)c1S(=O)(=O)N(C)Cc1ccc(F)cc1
→ -0.6	i	i
CC1(C)CC(NS(=O)(=O)c2ccccc2)CC(C)(C)N1
→ 0.6	i	i
COC(=O)c1scc(S(C)(=O)=O)c1-n1cccc1
→ -1.1	i	i
CC12CC3CC(C)(C1)CC(C(=O)NC1=NCCS1)(C3)C2
→ -0.2	i	i

# 7 entries already listed, sorted by formula weight, descending.
# Fields – STK33 kinase inh	CHT inh	CHT PAM
COc1cc(OC)cc(C(=O)N[C@H](C(=O)NCCc2ccc(S(N)(=O)=O)cc2)C(C)C)c1
→ 1.2	i	i
CCCCN(C(=O)c1cccc(-n2cccc2)c1)c1c(N)n(CCC)c(=O)[nH]c1=O
→ 0.4	i	i
O=C(O)c1cccc(Nc2nc(-c3ccc([N+](=O)[O-])cc3)nc3ccccc23)c1
→ -1.1	i	i
CCOC(=O)N1CCC(c2cc(=O)n3[nH]c(-c4ccccc4)cc3n2)CC1
→ 0.2	i	i
Cc1cc(C)n(C(=O)CNC(=O)C(c2ccccc2)c2ccccc2)n1
→ -13.8	i	i
CC1CC(C)CN(CCOc2ccccc2-c2ccccc2)C1 (stereo not given)
→ -0.4	i	i
Cc1cc2sc(C(=O)O)c(C)c2s1
→ -0.8	i	i

# (listing goes on)
# Fields – STK33 kinase inh	CHT inh	CHT PAM
COc1ccc(C(=O)Nc2ccc(S(=O)(=O)N3CCN(C)CC3)cc2)cc1[N+](=O)[O-]
→ -1.1	i	i
Cc1nn(-c2ccccc2)c(C)c1N
→ 1.1	i	i
COc1ccccc1CNC(=O)C1CCCN(S(=O)(=O)c2cnc[nH]2)C1 (stereo not given)
→ 1.5	i	i
Cc1noc(C)c1S(=O)(=O)N(CC(=O)NCc1ccc(F)cc1)c1ccc(C(C)C)cc1
→ -1.2	i	i
CC(C)CCN(C)C1CCN(S(=O)(=O)c2ccc(F)cc2)CC1
→ -1.7	i	i
Cn1nnnc1SCC(=O)Nc1cccc(S(=O)(=O)N2CCCC2)c1
→ -0.8	i	i
Cc1ccc(C)c(CN2C(=O)CSc3ccc(C(=O)NCC(C)CN4CCC(C)CC4)cc32)c1 (stereo not given)
→ 2.1	i	6.81*
CN(C)Cc1ccccc1Sc1ccccc1Br
→ x	i	i
NC(N)=NS(=O)(=O)c1ccc(NC(=S)Nc2ccc(F)cc2)cc1
→ -1.3	i	i
COc1cccc(CNC(=O)C2CCCN(c3cnccn3)C2)c1 (stereo not given)
→ -0.5	i	i
Cn1c(C(=O)NCc2ccc3c(c2)OCO3)cc2sccc21
→ -2.1	i	i
C=CCN1C(=O)N(c2ccccc2)C(=O)C1CC(=O)Nc1ccc(OC)cc1 (stereo not given)
→ -2.3	i	i
COc1ccc(/C=C/c2c([N+](=O)[O-])c(=O)n(C)c(=O)n2C)c(OC)c1OC
→ 0.2	i	i
COc1cc2c(cc1OC)C(C)N(C(=O)c1nccnc1C(=O)O)CC2 (stereo not given)
→ -3.7	i	i
CCOC(=O)C1=C(C)N2C(=C(C#N)[C@@H]1c1ccc(C(=O)OC)cc1)SC[C@@]2(O)C(C)(C)C
→ 1.4	i	i
COC(=O)C1C2C=CC3(CN(C4CCCC4)C(=O)C13)O2 (stereo not given)
→ -0.5	i	i
Cn1c(NCc2ccc(Cl)cc2)nc2ccccc21
→ -0.1	i	i
O=C(COC(=O)c1ccc(S(=O)(=O)N2CCc3ccccc3C2)cc1)NC(=O)NCc1ccco1
→ 0.2	i	i
CCCCOc1cccc(C(=O)N(Cc2ccco2)C2CCS(=O)(=O)C2)c1 (stereo not given)
→ 0.9	i	i
O=C(NCc1cccc(CNC(=O)c2ccco2)c1)c1ccco1
→ 0.8	i	i
COc1ccc(-c2cc(C(F)F)nc(-n3nc(C)cc3C)n2)cc1
→ 0.0	i	i
CCOC(=O)c1cnn2c(C(F)(F)F)cc(-c3ccccc3)nc12
→ -0.8	i	i
CC1CCCN(C(C(=O)Nc2ccc(C(C)C)cc2)c2ccc3c(c2)OCO3)C1 (stereo not given)
→ -1.0	i	i
Cc1ccc(C(=O)O/N=C/c2c(Cl)n(C)c3ccccc23)cc1
→ 0.0	i	i
CC(C)CNCC1OCc2ccccc2CO1
→ -0.2	i	i
Cc1nn(-c2cc(N3CCOCC3)ccc2[N+](=O)[O-])c(=O)c2ccccc12
→ -4.0	i	i
CCCCN1C(=O)C(=Nc2cccc3cnccc23)c2ccccc21
→ 2.1	i	i
COC(=O)c1ccc(Cn2nc(C(F)(F)F)cc2C)cc1
→ -1.5	i	i
CCC1(C)Cc2ccccc2-c2nc3n(c(=O)c21)CCCCC3 (stereo not given)
→ x	i	i
O=C(N/N=C/c1ccco1)c1cccc(N2CCCC2=O)c1
→ -1.3	i	i
CC(=O)Nc1ccc(Nc2ccc([N+](=O)[O-])cn2)cc1
→ 1.0	i	i
COc1cccc(-c2nc(CS(=O)(=O)CC(=O)Nc3cccc(C(C)=O)c3)c(C)o2)c1
→ -0.8	i	i
CCCN1CCN(CCCNC(=O)c2cc3c(=O)n(C)c4ccccc4c3n2C)CC1
→ 2.5	i	i
C=CCNC(=S)NS(=O)(=O)c1cccs1
→ 0.1	i	i
CN(CC1COc2ccccc2O1)C(=S)NC1CCCCC1 (stereo not given)
→ -0.1	i	i
